KCNQ2 inh: KCNQ2 channel blockers in CHO-K1 cells – cell-based, FluxOR thallium flux, B-score, primary screen (AID 2156); O88943; 20 min; stronger effect = lower value; B-score at 10 µM; actives 1.1% (n = 310,000);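 active = fluorescence ratio B-score at most minus 3 library SDs, with starting brightness B-score within 2 library SDs, cut at about -5.5 in these data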
CHT inh: inhibitors of human choline transporter CHT; CHT-expressing cells, membrane potential dye, choline response; stronger effect = lower value; B-score at 10 µM; actives 0.86% (n = 310,000);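 active = B-score over 3 SD under the library average, and starting fluorescence ratio not unusually high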;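 note: choline stimulus applied at its EC90 after an EC20 pre-addition; B-score computed on integrated fluorescence ratio after choline addition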
Target sequence (Q9GZV3 whole entry, looked up): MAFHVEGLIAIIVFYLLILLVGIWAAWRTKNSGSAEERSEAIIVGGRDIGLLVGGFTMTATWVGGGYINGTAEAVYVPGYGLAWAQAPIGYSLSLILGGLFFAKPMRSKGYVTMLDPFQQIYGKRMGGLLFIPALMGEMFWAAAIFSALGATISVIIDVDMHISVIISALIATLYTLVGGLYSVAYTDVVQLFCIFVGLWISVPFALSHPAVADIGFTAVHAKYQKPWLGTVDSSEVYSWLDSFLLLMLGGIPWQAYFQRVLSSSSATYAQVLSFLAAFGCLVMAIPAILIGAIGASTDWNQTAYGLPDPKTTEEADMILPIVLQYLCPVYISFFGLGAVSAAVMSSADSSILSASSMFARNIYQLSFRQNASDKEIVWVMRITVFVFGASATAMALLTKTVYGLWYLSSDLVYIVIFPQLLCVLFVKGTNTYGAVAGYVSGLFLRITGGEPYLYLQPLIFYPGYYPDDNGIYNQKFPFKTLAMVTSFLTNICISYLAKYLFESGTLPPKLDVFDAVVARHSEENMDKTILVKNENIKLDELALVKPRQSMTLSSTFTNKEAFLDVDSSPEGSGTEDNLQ
Kir21 inh: Kir2.1 (mouse) channel inhibition. AID 1672. actives 0.85% (n = 310,000). HEK293-Kir2.1, FluxOR thallium flux fluorescence; stronger effect = lower value. B-score at 10 µM;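 active = fluorescence ratio B-score at or below minus 3 SD of library scores, with starting-brightness B-score within 2 SD, cut at about -4.2 in these data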;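 note: channel flux triggered by added potassium and thallium sulfate stimulus; B-score of peak minus minimum fluorescence over baseline after thallium stimulus; more negative B-score means stronger Kir2.1 block with less thallium influx; some compounds called inactive have numbers as strong as hits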
Target sequence (P35561 whole entry, looked up): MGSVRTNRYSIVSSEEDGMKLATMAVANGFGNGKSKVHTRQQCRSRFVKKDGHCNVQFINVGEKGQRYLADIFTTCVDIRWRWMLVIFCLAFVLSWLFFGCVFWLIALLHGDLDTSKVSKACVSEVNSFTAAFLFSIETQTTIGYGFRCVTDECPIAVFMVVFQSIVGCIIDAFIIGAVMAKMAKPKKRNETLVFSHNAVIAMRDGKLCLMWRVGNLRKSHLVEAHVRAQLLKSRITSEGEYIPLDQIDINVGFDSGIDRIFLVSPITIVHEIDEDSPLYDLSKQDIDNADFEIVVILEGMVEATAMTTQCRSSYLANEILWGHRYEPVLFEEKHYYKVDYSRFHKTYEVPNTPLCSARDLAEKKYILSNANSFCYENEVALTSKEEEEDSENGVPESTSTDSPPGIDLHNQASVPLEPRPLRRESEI
Active calls of the source: *; i = inactive; nt = no result given; & = joins results of further samples. Outcome played no part in choosing rows (roughly 2.6% active in at least one column).

canonical_smiles	KCNQ2 inh	CHT inh	Kir21 inh
Nc1c(-c2ccc(Cl)cc2)cnn1-c1cccc(C(F)(F)F)c1	i	i	-1.1
CN(Cc1nc(-c2ccncc2)no1)S(=O)(=O)c1ccc(Cl)cc1	i	i	-3.8
O=C(CCNc1cccc(Cl)c1)c1cccs1	i	i	1
O=S(=O)(Nc1cccc(F)c1)c1cccc2nsnc12	i	i	0.52
Cc1ccc(NC(=O)CSC2=C(C#N)C(c3ccco3)C3=C(CCCC3=O)N2)cc1 (configuration not stated)	i	i	2.1
CCCCCOC(=O)C1=C(C)Nc2nnnn2C1c1ccccc1Cl (configuration not stated)	i	i	0.59
COc1ccc(NC(=O)C(CC(=O)O)Cc2ccc(Br)cc2)cc1 (configuration not stated)	i	i	-0.08
COc1ccc(NC(=O)NNC(=O)c2ccc3ccccc3c2)cc1OC	i	i	-0.96
Cc1ccc(NC(=S)NNC(=O)c2cccc([N+](=O)[O-])c2)cc1Cl	i	-5.7*	0.79
O=C(COc1ccc([N+](=O)[O-])cc1)NNC(=O)Nc1ccccc1F	i	i	0.09
COc1ccc(CCC(=O)Nc2ccc(Br)cn2)cc1	i	i	-0.54
CC(C)C(=O)NCCc1nc(-c2ccccc2Cl)no1	i	i	-0.5

Entries listed so far marked active in CHT inh:
canonical_smiles	KCNQ2 inh	CHT inh	Kir21 inh
Cc1ccc(NC(=S)NNC(=O)c2cccc([N+](=O)[O-])c2)cc1Cl	i	-5.7*	0.79

More entries:
canonical_smiles	KCNQ2 inh	CHT inh	Kir21 inh
O=C(NCC1CC1)C1(C(F)(F)F)CC(CCc2ccccc2)CCCO1 (configuration not stated)	i	i	1.1
COCCn1nnnc1CN(CCc1ccccc1)Cc1cc2cc(OC)ccc2[nH]c1=O	i	i	-0.7
COc1ccc(/C=C2\C(=O)ON=C2c2cccc([N+](=O)[O-])c2)cc1	i	i	-0.89
O=C(Nc1ccccc1)c1cc2ccccc2[nH]1	i	i	-0.04
COc1ccc(O)c(/C=N/N2CCCCC2)c1	i	i	-1.8
CC(C)C(c1nnnn1C1CCCCC1)N1CCN(C(=O)c2ccco2)CC1 (configuration not stated)	i	i	-0.55
COc1ccc(-c2nc(N)n(S(=O)(=O)c3ccc(C)cc3)n2)cc1	i	i	-0.1
COc1ccc(NC(=O)CN2C(=O)S/C(=C/c3cccn3-c3ccc(C(=O)O)cc3)C2=O)cc1	i	i	0.08
Cc1c(NC(=O)CN2CCCC(C)C2)ccc2nsnc12 (configuration not stated)	i	i	-0.48
COc1ccc(OC)c(NC(=O)c2cc3oc4ccccc4c3cc2O)c1	i	i	-1.1
Cc1ccc(C(=O)CCC2CCCCC2=O)cc1 (configuration not stated)	i	i	0.58
NC(=S)Nc1cccc2cnccc12	i	i	0.78
COc1ccc(N2CCN(CCNC(=O)c3nnc(Cc4c(F)cccc4Cl)o3)CC2)cc1	i	i	2
CCOc1ccc(N=c2oc3cc(O)ccc3cc2C(=O)NCC2CCCO2)cc1 (configuration not stated)	i	i	0.78
N#C/C(C(=O)N1CCCCC1)=C1/N=C(NC(=O)c2ccc(F)cc2)c2ccccc21	i	i	-0.03
Cc1nn(Cc2ccc(F)cc2)c(C)c1NC(=O)c1noc2c1CCc1ccccc1-2	i	i	1.7
Cc1cc(=O)[nH]c(N/N=C/c2ccc(C)o2)n1	i	i	-1.4
COC(=O)C1(C)Cc2cc(OC(C)=O)c(OC(C)=O)cc2N1 (configuration not stated)	i	i	0
CCc1ccc(Nc2nnc(SCC(=O)NCCN3C(=O)CSC3=O)s2)cc1	i	i	0.38
Cc1ccc(-n2c(N)c(C(=O)N3CCN(C)CC3)sc2=S)cc1	i	i	1.9
Cc1cnc(C(=O)OC(C)C(=O)Nc2ccc3c(c2)OCCO3)cn1 (configuration not stated)	i	i	-1.6
CC(=O)Nc1nc2c(s1)C(=O)NCC(C)(C)C2	i	-5.1*	-2.2
CCN(CC)C1CCN(C(=O)c2cc(COc3ccccc3SC)on2)C1 (configuration not stated)	i	i	0.52
O=C(c1noc2c1CCCC2)N1CCc2c([nH]c3ccccc23)C1c1ccccn1 (configuration not stated)	i	i	0.95
N#C/C(=C\c1cccn1-c1ccccc1)C(=O)NC1CCCCC1	i	i	-0.13
CCC/C=C(\CCC)C(NC(=O)c1ccc(C(F)(F)F)cc1)c1ccccc1 (configuration not stated)	-6.6*	i	-0.06
O=C(C1CCN(c2nnc(N3CCCC3=O)s2)CC1)N1CCN(c2cccc(C(F)(F)F)c2)CC1	i	i	-0.37
CCNC(=O)CSc1nc2cc([N+](=O)[O-])ccc2n1-c1cccc(C(F)(F)F)c1	i	i	0.12
Cc1ccc(-c2ccc(CCC(=O)O)n2Cc2ccco2)cc1	i	i	0.66
CC1CCN(C(=O)Cn2c(=O)oc3ccccc32)CC1	i	i	-1.2
O=C1c2ccccc2NC2(CCCCC2)N1N=C1CCCCC1	i	i	2.6
Cc1ccc(C(NC(=O)N2CCCC2)C(Cl)(Cl)Cl)cc1F (configuration not stated)	i	i	0.48
O=C(O)c1ccccc1C(=O)NCCCCCCNC(=O)c1ccccc1C(=O)O	i	i	1.7
CCN(C(=O)c1ccc(C)c(Br)c1)c1ccccc1	i	i	-2.8
COc1ccc(/C=C(/C#N)C(=O)NC2CCCCC2)cc1Br	i	i	1.3
CCOC(=O)COc1c(Br)cc(C2NC(=O)NC(C)=C2C(C)=O)cc1OC (configuration not stated)	i	i	0
Cc1cccc(OCC(=O)N(C)CCc2ccccn2)c1	i	i	2.3
c1ccc(COCCC2CO2)cc1 (configuration not stated)	i	i	-0.02
CCOC(=O)N1CCN(c2c(-c3ccccc3)c3cc(Cl)ccc3[nH]c2=O)CC1	i	i	0.95
COc1ccc(CNC(=O)c2csc(Cc3ccc(Cl)cc3)n2)cc1	i	i	-9*
CCC(=O)NC(Nc1ncc(C)s1)(C(=O)OC)C(F)(F)F (configuration not stated)	i	i	1.9
O=C(CSc1ccccc1)NC1CCCCCC1	i	i	-0.6
Cc1ccc(CC2C(=O)N(c3ccc(F)cc3)C(=O)C2C)cc1 (configuration not stated)	i	i	-0.9
CCOc1ccc(CNC(=O)c2ccccc2NC(=O)C2=CSCCO2)cc1	i	i	-0.92
COC(=O)c1nnn(-c2nonc2N)c1CSc1nc2ccccc2o1	i	i	-2.2
CCN(C(=O)COC(=O)/C(C#N)=C/c1ccc(OC)cc1)C1CCS(=O)(=O)C1 (configuration not stated)	i	i	0.71
Cc1nnc(SCC2=C(C(=O)O)N3C(=O)[C@@H](NC(=O)Cn4cnnn4)[C@H]3SC2)s1	i	i	0.89&-0.44
CC(C)OC(=O)C(C(=O)C(F)(F)F)c1cc(NS(=O)(=O)c2ccc3ccccc3c2)c2ccccc2c1O (configuration not stated)	i	i	0.21

Four entries out of the list, arranged by length of the SMILES, rising:
canonical_smiles	KCNQ2 inh	CHT inh	Kir21 inh
O=C(CSc1ccccc1)NC1CCCCCC1	i	i	-0.6
COc1ccc(CNC(=O)c2csc(Cc3ccc(Cl)cc3)n2)cc1	i	i	-9*
CCN(C(=O)COC(=O)/C(C#N)=C/c1ccc(OC)cc1)C1CCS(=O)(=O)C1 (configuration not stated)	i	i	0.71
CC(C)OC(=O)C(C(=O)C(F)(F)F)c1cc(NS(=O)(=O)c2ccc3ccccc3c2)c2ccccc2c1O (configuration not stated)	i	i	0.21

Carrying on:
canonical_smiles	KCNQ2 inh	CHT inh	Kir21 inh
NNC(=O)c1sccc1OCc1ccc(Cl)cc1Cl	i	i	-1.8
CCOC(=O)c1c(S(=O)(=O)Nc2ccc(CN3CCC(C)CC3)cc2)c(C)n(C)c1C	i	i	0.82
Cc1c[n+]([O-])n(-c2ccc(C(=O)O)cc2)n1	i	i	0.5
O=C(N/N=C/c1ccc(F)cc1)c1cc[n+]([O-])cc1	i	i	0
CCOC(=O)C1=C(C)NC(=O)NC1c1ccc(F)cc1 (configuration not stated)	i	i	-0.52
Cc1cc(N2CCN(C)CC2)n2nc(-c3ccc(Cl)cc3)nc2n1	i	i	1.1
Cc1nn(C)cc1CNC(=O)c1cccc(F)c1	i	i	-0.03
Cn1c(COc2ccc(Br)cc2)nnc1SC1CCc2ccccc2C1=O (configuration not stated)	i	i	-1.6
O=C(COc1ccc([N+](=O)[O-])cc1Cl)N1CCOCC1	i	i	0.28
COc1cc(OC)c(OC)cc1/C=N/Nc1nc2ccccc2[nH]1	i	i	1.5
COc1ccc([N+](=O)[O-])cc1NC(=O)Cc1ccccc1Cl	i	i	-1.1
COC(=O)Nc1nn(-c2ccc(OC)cc2)c(=O)c(C#N)c1C	i	i	-0.02
CCCCN(CCCC)S(=O)(=O)c1ccc(NC(=O)Cc2cccs2)cc1	i	i	-0.14
Cc1cc(=O)oc2c3c(cc(OCC(=O)NCCN4CCOCC4)c12)OC(C)(C)CC3	i	i	1.8
CC1=C(C(=O)NCc2ccc(Cl)cc2)C2(CCC(C)CC2)OC1=O (configuration not stated)	i	i	0.41
O=C(N/N=C/C(Br)=C/c1ccccc1)c1cccnc1	i	i	-0.52
N=C1C(c2nc3ccccc3s2)=C(O)CN1c1ccccc1	i	i	0.86
N#Cc1ccccc1NC(=O)CN1CCN(Cc2ccccc2)CC1	i	i	2.5
COc1ccc(CCN(C(=O)COc2ccccc2)c2nc(-c3ccccc3)cs2)cc1OC	-7.7*	i	0.15
CC1CCCCC1NC(=O)Cn1cnc2ccccc2c1=O (configuration not stated)	i	i	1.8
COc1cc2ccccc2cc1C(=O)Nc1ccccc1C	i	i	1.6
O=C(Nc1ccc(Cl)cc1)N1CCSc2ccccc21	i	i	0.7
Cn1cc([N+](=O)[O-])c(C(=O)Nc2sc3c(c2C#N)CCC3)n1	i	i	-0.87
CC1(OC(=O)c2cccs2)C(=O)C=C2C=C3CCCN3C=C2C1=O (configuration not stated)	i	-5.3*	-2.2

As entered above.
Cc1cc(=O)oc2c3c(cc(OCC(=O)NCCN4CCOCC4)c12)OC(C)(C)CC3 – Kir21 inh = 1.8
CC1=C(C(=O)NCc2ccc(Cl)cc2)C2(CCC(C)CC2)OC1=O (configuration not stated) – Kir21 inh = 0.41
CC1(OC(=O)c2cccs2)C(=O)C=C2C=C3CCCN3C=C2C1=O (configuration not stated) – Kir21 inh = -2.2
COc1ccc(CCN(C(=O)COc2ccccc2)c2nc(-c3ccccc3)cs2)cc1OC – Kir21 inh = 0.15

Remaining list, next part:
canonical_smiles	KCNQ2 inh	CHT inh	Kir21 inh
COC(=O)c1cn(NC(=O)c2cccc(N(C)C)c2)c(=O)c2ccccc12	-7.8*	i	0.21
Cc1csc(Nc2ccc(Cl)cc2)[n+]1-c1ccc(Cl)cc1	i	i	0.01
O=c1cc(-c2ccccc2Cl)oc2ccc([N+](=O)[O-])c(O)c12	i	i	-0.95
CCCCn1c(CN2CCOCC2)nc2c1c(=O)n(C)c(=O)n2C	i	i	-0.02
Clc1ccc(/C=C/c2ncc[nH]2)c(Cl)c1	i	i	-0.19
COc1ccc(CCNC(=O)C2CCN(c3nccc(C)n3)CC2)cc1	i	i	0.53
COc1ccc(COC(=O)C2=C(C)NC(=O)NC2c2ccc(F)cc2)cc1 (configuration not stated)	i	i	-0.34
COC(=O)c1ccc(OCC(O)CN2CCc3cc(OC)c(OC)cc3C2c2ccccc2)cc1 (configuration not stated)	i	i	-0.1
CN(C)CC(C(=O)c1ccccc1)c1ccccc1 (configuration not stated)	i	i	-0.89
Nc1cccc(-c2cc(-c3ccccc3)nc(-c3cccc(N)c3)n2)c1	i	i	-0.67
Nc1ccc2nc(-c3cc(Cl)c(N)c(Cl)c3)[nH]c2c1	i	i	-0.54
Cc1ccc(-c2nnn(CC(=O)N(c3cccc(O)c3)C(C(=O)NC(C)(C)C)c3cccs3)n2)o1 (configuration not stated)	i	i	0.23
CCOc1ccccc1-n1c(=S)sc2c(=O)n(-c3ccccc3)c(=S)[nH]c21	i	i	0.61
CCCc1cc(=O)[nH]c2nnc(SCC(=O)NC3CCCCC3)n12	i	i	1.3
Cc1cc(C)nc(Nc2n[nH]c(-c3ccccc3Cl)n2)n1	i	i	-0.05
O=C(CCC1CCCC1)N1CCN(S(=O)(=O)Cc2ccccc2)CC1	i	i	-0.77
O=C(c1cc(-c2ccccc2)on1)N1CCCC1	i	i	1.5
COCCNC(=O)c1onc(CSc2ccc(F)c(F)c2)c1C(=O)NCCOC	i	i	-2.4
COC(=O)[C@@H]1C[C@@]2(O)[C@@H](O)[C@@H](O)[C@@H](O)C[C@H]2N1CC1CCCCC1	i	i	0.98
CCOc1ccccc1N(CC(=O)Nc1ccccc1C(=O)N1CCOCC1)S(C)(=O)=O	i	i	-0.67
Cc1ccc(N/N=C/c2c(C)c(C#N)c(=O)n(C)c2O)cc1C	i	nt	-0.01
CCN1CCN(c2cc(C)c3cc(NC(=O)CCC(=O)Nc4ccc(OC)c(OC)c4)ccc3n2)CC1	i	i	0.43
C=CCn1nc2ccccc2c1OCCO	i	i	-0.81
CO/C=C\C=C/c1nnn(-c2ccc(Cl)cc2)n1	-6.9*	i	-3.6
Cc1c(C)c2c(OCC(=O)NCc3cccnc3)cc3c(c2oc1=O)CCC(C)(C)O3	i	i	0.52
Cc1ccccc1NC(=O)NC(N)=O	i	i	0.53
O=S(=O)(c1ccc(Br)cc1)c1cnc2ccccc2n1	i	i	1.3
Cc1ccc(C(=O)O)cc1N1CCCC1=O	i	i	-0.14

Screening data (PubChem BioAssay)
